# Screens from PubChem.
# MITF inh: inhibitors of human MITF | O75030 | AlphaScreen MITF homodimerization, bead proximity signal | inhibition, % at 2.6 µM | hit rate 0.91% among 650,000 | AID 1259374; in the data active means inhibition above about 50%;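 further: 0% = vehicle wells with protein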
# FBW7 activator: activators of human E3 ligase FBW7 | hit rate 0.13% among 650,000 | Q969H0 | normalized activity (activation), % at 26.1 µM | AlphaScreen FBW7–phospho-cyclin E peptide binding, activator screen; in the data active means normalized activity above about 1.9%;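 further: purified mutant Fbw7 with reduced substrate affinity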
# Target sequence (Q969H0 whole entry, looked up): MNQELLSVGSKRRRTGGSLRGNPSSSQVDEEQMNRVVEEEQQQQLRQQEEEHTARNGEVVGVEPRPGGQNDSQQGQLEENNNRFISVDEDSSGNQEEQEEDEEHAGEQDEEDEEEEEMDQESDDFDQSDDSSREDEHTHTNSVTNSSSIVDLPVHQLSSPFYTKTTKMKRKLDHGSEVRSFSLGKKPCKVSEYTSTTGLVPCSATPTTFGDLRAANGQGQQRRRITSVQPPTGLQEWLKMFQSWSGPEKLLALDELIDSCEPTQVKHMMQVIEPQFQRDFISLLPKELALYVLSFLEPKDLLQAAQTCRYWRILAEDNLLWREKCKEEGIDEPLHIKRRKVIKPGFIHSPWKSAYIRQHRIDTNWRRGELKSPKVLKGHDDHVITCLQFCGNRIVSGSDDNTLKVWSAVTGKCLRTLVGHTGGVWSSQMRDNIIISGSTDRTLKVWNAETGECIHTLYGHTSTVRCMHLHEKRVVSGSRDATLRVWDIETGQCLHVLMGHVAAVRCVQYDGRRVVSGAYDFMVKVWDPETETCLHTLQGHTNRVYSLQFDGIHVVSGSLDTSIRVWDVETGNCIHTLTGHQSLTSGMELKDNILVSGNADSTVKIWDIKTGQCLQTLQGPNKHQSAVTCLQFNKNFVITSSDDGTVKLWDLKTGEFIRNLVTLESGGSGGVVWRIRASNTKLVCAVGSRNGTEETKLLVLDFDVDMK
# TEAD-YAP inh: TEAD-YAP interaction inhibition. HEK-TIYL cells, TEAD-Gal4/YAP UAS-luciferase luminescence. inhibition, % at 9.12 µM. hit rate 1.4% among 640,000; in the data active means inhibition above about 32%;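 further: 0% = median of test compound wells and 100% = reference inhibitor wells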
# GPR151 activ: human GPR151 activation | PathHunter beta-arrestin GPR151 cells, luminescence | activation, % at 11.2 µM | hit rate 1% among 650,000 | AID 1508602; in the data active means activation above about 4.9%;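 further: 0% = median of compound wells and 100% = cells with positive control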
# Target sequence (Q8TDV0 whole entry, looked up): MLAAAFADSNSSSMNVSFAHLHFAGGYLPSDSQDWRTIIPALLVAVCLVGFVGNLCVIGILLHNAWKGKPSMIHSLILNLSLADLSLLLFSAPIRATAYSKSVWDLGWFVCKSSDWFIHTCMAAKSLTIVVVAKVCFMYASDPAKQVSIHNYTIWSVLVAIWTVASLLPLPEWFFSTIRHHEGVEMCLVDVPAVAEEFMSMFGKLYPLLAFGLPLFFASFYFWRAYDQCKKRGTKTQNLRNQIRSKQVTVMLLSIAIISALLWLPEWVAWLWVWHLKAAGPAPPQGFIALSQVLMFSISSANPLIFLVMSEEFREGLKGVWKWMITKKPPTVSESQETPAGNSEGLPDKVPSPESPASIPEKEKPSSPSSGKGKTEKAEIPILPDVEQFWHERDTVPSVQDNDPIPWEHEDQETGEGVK
# Active calls of the source: *. Random draw from the library; 3.4% or so of the library scored in one or more.
SMILES,MITF inh,FBW7 activator,TEAD-YAP inh,GPR151 activ
N#CC1=C(N)OC2=C(C(=O)CCC2)C1c1ccc(OC(=O)c2cccs2)cc1 (stereo not drawn),8,0.5,-11,-1.2
O=C(CSCc1ccc(Cl)cc1)Nc1cccc(F)c1,2,0.1,-2,-0.1
Cc1ccc(C2CC(c3c(F)cccc3Cl)n3nnnc3N2)cc1C (stereo not drawn),-1,-0.1,2,-1.1
COc1cccc(NC(=O)c2ccc(-c3ccccc3)nc2N2CCOCC2)c1,8,0.0,-1,-1.1
O=C(NCCc1ccc(O)cc1)c1csc(-c2cccs2)n1,36,0.0,-3,6.4*
COC(=O)c1c(S(=O)(=O)N2CCCCC2)sc2c1CCN(C(=O)C(C)(C)C)C2,-4,-0.1,1,1.1
C/C(=N/N1CCN(Cc2ccccc2)CC1)c1ccc2ccccc2c1,3,0.0,3,-0.6
O=C(N=C1N=C2C=CC(Cl)=CN2Cc2ccccc21)c1cc[n+]([O-])cc1,7,0.2,1,-0.6
COC(=O)C1=C(C)c2onc(N)c2C1c1cccc(F)c1 (stereo not drawn),16,0.9,9,-1.2
Fc1ccc(Cn2nnnc2C(c2cccs2)N2CCCCC2)cc1 (stereo not drawn),0,0.0,-1,1.7
O=S(=O)(c1ccccc1)c1nc(-c2ccc(Cl)cc2)oc1NCCCn1ccnc1,-13,-0.4,6,-0.2
CCc1ccccc1NC(=O)CN(c1ccc(Cl)cc1)S(=O)(=O)c1ccsc1C(=O)OC,-14,-0.1,10,-1.4
Cc1sc(NC(=O)c2ccccc2)c(CN2CCN(c3ccccn3)CC2)c1C,-2,-0.3,-22,-0.9
Cc1nc(NCc2ccncc2)c2cc(-c3ccccc3)sc2n1,6,-0.1,-44,-0.7
COc1ccc(/C=C2/SC(=S)NC2=O)cc1[N+](=O)[O-],7,0.1,7,-0.8
COCCNC(=O)CN1CCN(Cc2ccccc2C)C1=O,2,0.4,11,-0.4
COc1ccc(-n2c(=S)[nH]c3c(c2=O)C2(CCCCC2)Cc2ccccc2-3)cc1,8,0.0,-11,-1.3
CCN(CC(=O)Nc1c(Cl)ccc(C)c1Cl)CC(=O)NC(C)C,2,-0.1,5,-0.9
Cc1nn(CC(=O)O)c(=O)n1-c1ccc(C(C)(C)C)cc1,6,0.1,4,0.1
COc1cc(/C=C2\N=C(c3ccccc3)OC2=O)ccc1OCc1c(C)no[n+]1[O-],2,0.4,1,-1.3
Cc1ccc(N(CC(=O)NCCC(C)C)C(=O)CCC(=O)Nc2ccccn2)cc1,6,-0.1,-1,6.3*
Cc1ncoc1C(=O)NCC1Cc2cccc(-c3ccc(S(C)(=O)=O)cc3)c2O1 (stereo not drawn),15,0.0,4,1.5
O=C(NCc1cccnc1)c1cc(I)ccc1Cl,-16,0.4,1,0.9
O=C(O)C1=NN(c2ccccc2)C(=O)/C1=C\c1ccc(Cl)cc1,10,-0.2,-5,-1.1
O=C1NC2(CCN(C(=O)CC3CCCC3)CC2)Nc2ccccc21,14,0.1,-8,-0.2
COc1ccc(-c2nc3ccccc3c(=O)n2NC(=O)C(c2ccccc2)C2CCCC2)cc1OC (stereo not drawn),1,0.2,-4,-1.4
c1ccc(-c2nnc3ccc(SCc4ccccn4)nn23)cc1,7,0.0,5,0.0
O=C(Nc1cccc(C(F)(F)F)c1)c1nn2c(c1Br)NC(c1cccs1)CC2C(F)(F)F (stereo not drawn),-10,0.0,0,1.0
C/C(=C/c1ccccc1)C(=O)NCCc1ccc(S(N)(=O)=O)cc1,-5,-0.2,8,2.6
Cc1csc(NC(=O)CSc2nnc(-c3ccncc3)o2)n1,14,-0.3,-17,-0.5
Nc1ncnc(NNc2ncnc(N)c2[N+](=O)[O-])c1[N+](=O)[O-],5,0.0,-31,-0.3
Cc1nnnn1Cc1ccc(C(=O)O)cc1,-5,-0.1,1,0.0
Cc1ccc(C(=O)N(c2ccccc2)C2C=CS(=O)(=O)C2)cc1C (stereo not drawn),-5,-0.3,-15,1.3
COc1ccccc1C1NC(=O)NC(C)=C1C(=O)OC1CCCCCC1 (stereo not drawn),-4,0.1,0,0.2
O=C(COC(=O)C1COc2ccccc2O1)NC(=O)NCc1ccccc1 (stereo not drawn),-4,0.1,2,-1.3
COc1cc2c(cc1OC)CN(C(=O)CSc1ncnc3sc4c(c13)CCCC4)CC2,-4,0.1,2,-0.3
O=S(=O)(c1ccccc1)c1nc(COc2ccc(Cl)cc2Cl)oc1NCc1ccccc1,4,0.6,-5,0.3
O=C1CCCc2nc(N3CCN(Cc4ccccc4)CC3)ncc21,14,0.1,-6,6.9*
Cc1ccc(S(=O)(=O)C(CNC(=O)C(=O)NCCO)c2cccs2)cc1 (stereo not drawn),4,-0.1,6,0.3
CN1CC(=O)NC1=NC(=O)C1CCCN(S(=O)(=O)c2ccc3c(c2)oc(=O)n3C)C1 (stereo not drawn),0,0.0,-5,-2.3
O=C(CC1CS(=O)(=O)CC1CC(=O)Nc1ccc(Cl)cc1Cl)Nc1ccc(Cl)cc1Cl (stereo not drawn),17,0.2,4,-0.4
c1ccc(CNc2ccnc(Nc3cnccn3)n2)cc1,-4,-0.1,-3,-0.2
CCOC(=O)C1=C(C)N=c2s/c(=C\c3ccccc3O)c(=O)n2C1c1ccc(OC)cc1 (stereo not drawn),-5,0.0,-5,1.1
CCCCCCNC(=O)CCNS(=O)(=O)c1ccc(Cl)cc1,6,0.0,0,-1.6
CC(=O)c1ccc(NC(=O)CN2CCC(C)CC2)cc1,10,-0.1,7,-1.4
COc1ccc(C2CC(C(F)(F)F)n3nc(C(=O)Nc4cc(Cl)ccc4O)cc3N2)cc1 (stereo not drawn),4,0.2,9,0.4
CC(C)CCN1CCN(Cc2cnc(N3CCOCC3)s2)CC1CCO (stereo not drawn),17,0.0,1,-1.0
COc1ccc(C2=C/C(=C(/C#N)C(=O)Nc3nccs3)c3cc(C)ccc3O2)cc1,5,0.8,-29,0.7
O=C(Cn1c(=O)oc2ccccc21)c1cc(F)ccc1F,1,-0.1,-3,1.6
COc1ccc2c(c1)C[C@@H](C(=O)Nc1ccc(-c3cn[nH]c3)cc1O[C@@H]1CCN(C)C1)CO2,15,0.2,6,-0.7
CCOc1ccccc1NC(=O)c1ccccc1[N+](=O)[O-],-11,-0.2,4,-1.2
O=Nc1onc(-c2ccc([N+](=O)[O-])cc2)c1NO,-12,-0.2,10,1.2
COc1cc2nc(-c3ccc(C(N)=O)cc3)nc(NCc3nc4ccccc4[nH]3)c2cc1OC,10,0.4,-4,-2.5
CCCC(=O)Nc1cc(C)c(NC(=O)c2cccs2)cn1,0,0.8,0,2.6
CS(=O)(=O)N(CC(=O)Nc1ccc(CC#N)cc1)c1ccc2c(c1)OCO2,-11,-0.5,-8,1.2
CCOC(=O)c1c(-c2ccccc2)oc2ccc(NS(=O)(=O)c3ccc(F)cc3)cc12,-10,-0.1,16,1.8
O=C(/C=C/c1ccccc1)NC(=O)NCCOC(=O)/C=C/c1ccccc1,1,0.2,9,4.5
O=C(O)CCCCCNC(=O)CCc1ccco1,17,0.0,6,-0.2
COc1ccc(O)c(/C=N/NC(=O)CCC(=O)Nc2ccccc2)c1,15,-0.4,2,-0.3
Cc1cc(OCCN(C)C)ccc1[N+](=O)[O-],40,-0.1,-4,-1.3

# More compounds follow.
SMILES,MITF inh,FBW7 activator,TEAD-YAP inh,GPR151 activ
COCCCC1CCN(Cc2nc(-c3ccc(OC)cc3)no2)CC1,5,0.1,12,-0.2
Cc1ccccc1-c1nc(CS(=O)CC(=O)NCCc2ccc(Cl)cc2)c(C)o1 (stereo not drawn),5,0.2,8,0.2
Cc1oc2ccc(NS(=O)(=O)c3ccc(Br)cc3)cc2c1C(=O)OCc1ccccc1,-8,0.0,-1,0.2
C[C@@H]1CN(Cc2ccc(C(=O)NCc3cc4ccccc4s3)c(=O)[nH]2)C[C@H](C)O1,-12,-0.1,2,1.9
CCSc1nnc(SC(C)C(=O)Nc2ccc(C)cc2)s1 (stereo not drawn),2,0.0,-11,-1.1
COc1ccc(CCNCC(=O)Nc2ccccc2N2CCOCC2)cc1,60*,-0.1,-6,0.7
Cc1ccc(-c2nn(CC(=O)Nc3ccc(OC(F)(F)F)cc3)c(=O)c3ccccc23)cc1S(=O)(=O)N1CCCCC1,-3,-0.1,-1,-1.0
Nc1ccc(N=CC2=C(O)CCCC2=O)cc1,13,-0.3,6,-0.5
COc1ccc(C(=O)c2coc3ccc(OC)cc3c2=O)cc1,-1,-0.1,-32,-0.4
C/C=C/C=N/NC(=O)c1ccc(=O)n(C)c1,11,-0.1,-1,1.3
COC(=O)C1=C(N)N(c2ccc(F)cc2)C2=C(C(=O)CC(C)(C)C2)C1c1ccccc1 (stereo not drawn),12,0.6,-3,-1.7
O=C(O)CC/C(=N\NC(=O)CNC(=O)c1cccc(Cl)c1)c1ccccc1,15,0.2,2,-1.4
O=C(NCc1nc2ccccc2[nH]1)c1cnc(NCc2ccc3c(c2)OCO3)s1,4,-0.1,8,-0.1
COC(=O)c1ccc2c(=O)n(CCc3ccc(OC)c(OC)c3)c(SCC(=O)Nc3cccc(OC)c3)nc2c1,1,0.2,1,0.4
COc1cc(C(=O)NCCN2CCCCC2)ccc1OC1OC(COC(C)=O)C(OC(C)=O)C(OC(C)=O)C1OC(C)=O (stereo not drawn),-4,-0.1,-2,2.3
COc1ccc(-n2nnc3c(=O)n(CC(=O)N4CCC(C)CC4)cnc32)cc1,-14,-0.1,-4,-0.2
Cc1ccc2n1CCN(c1nc(-c3ccc(Br)cc3)cs1)C2C (stereo not drawn),4,0.1,-10,-0.6
Cc1cccn2c(=O)c3cc(C(=O)NCc4ccc(F)cc4)sc3nc12,-9,0.6,1,-0.6
COc1ccc(C2CC(C(F)(F)F)n3ncc(C(=O)Nc4ccc(F)cc4F)c3N2)cc1 (stereo not drawn),15,0.0,-13,0.6
Cc1nn(CCC(=O)O)c2c1C1C(C2)C1(C)C (stereo not drawn),-2,0.3,-9,-0.2
CC(C)(C)C(=O)OCN1c2nonc2N(COC(=O)C(C)(C)C)c2nonc21,-9,-0.2,-1,7.9*
CCOC(=O)c1ccc(NCc2cccc(Cl)c2)c([N+](=O)[O-])c1,5,-0.3,-3,-0.6
CCC(=O)c1ccc(OCC(O)CN2CCCCCC2)cc1 (stereo not drawn),15,0.0,15,-1.2
O=C(COc1ccc2ccccc2c1)NC1CCCC1,0,0.0,-44,-0.1
CCCOC(=O)c1ccc(OC(=O)OCC)cc1,-1,-0.2,1,0.1
CCOC(=O)/C=C(/C)NNc1nc(C)cc(COC)c1C#N,15,0.1,5,-0.4
CCOCCCNC(c1ccccc1)c1ccccn1 (stereo not drawn),2,-0.1,-5,0.0
CCCCc1ccc(N=Cc2nc(-c3cccc(OC)c3)oc2O)cc1,19,0.0,11,-0.2
N#CCC(=O)Nc1ccc(C(=O)NNC(=S)NCc2ccc3c(c2)OCO3)cc1,0,0.1,4,-0.9
Cc1csc(SCC(=O)Nc2ccccn2)n1,2,0.0,-3,6.2*
Cc1ccc(NC(=O)Cn2ccnc2)cc1C,-1,-0.1,8,0.2
COc1ccccc1CC(=O)Nc1cnn(CC(=O)N(C)Cc2nc3ccccc3s2)c1,-7,-0.1,0,0.0
O=C(N/N=C/c1c(O)c([N+](=O)[O-])cc2oc3c(c12)CCCC3)c1ccc(O)cc1O,-2,0.0,8,0.9
O=C(c1cnn2cccnc12)N1CCCCC1c1nc2ccccc2[nH]1 (stereo not drawn),1,0.0,1,0.4
Cc1ccc(-c2c[n+]3c(n2-c2ccccc2)SCC3)cc1,-12,-0.1,56*,1.3
O=C(c1ccc(F)cc1)N1CC[C@H]2[C@H](CCCN2C(=O)c2n[nH]c3c2CCC3)C1,10,-0.3,9,-0.4
O=C1C2C3CCC(C3)C2C(=O)N1c1ccc2c(c1)CCC2 (stereo not drawn),-5,-0.1,5,4.4
Cc1ccc(CNC(=O)CSc2nc3ccccc3c3nc(-c4cccc([N+](=O)[O-])c4)nn23)cc1,5,0.7,8,-1.8
Cc1ccccc1NC(=O)CSc1nccn2nc(-c3ccccc3)cc12,16,0.1,12,-0.7

# Laid out differently: entries from further up.
# Each structure is followed by: MITF inh | FBW7 activator | TEAD-YAP inh | GPR151 activ
> O=C(NCc1nc2ccccc2[nH]1)c1cnc(NCc2ccc3c(c2)OCO3)s1
  4 | -0.1 | 8 | -0.1
> COC(=O)c1ccc2c(=O)n(CCc3ccc(OC)c(OC)c3)c(SCC(=O)Nc3cccc(OC)c3)nc2c1
  1 | 0.2 | 1 | 0.4
> COc1cc(C(=O)NCCN2CCCCC2)ccc1OC1OC(COC(C)=O)C(OC(C)=O)C(OC(C)=O)C1OC(C)=O (stereo not drawn)
  -4 | -0.1 | -2 | 2.3
> COc1ccc(-n2nnc3c(=O)n(CC(=O)N4CCC(C)CC4)cnc32)cc1
  -14 | -0.1 | -4 | -0.2
> Cc1ccc2n1CCN(c1nc(-c3ccc(Br)cc3)cs1)C2C (stereo not drawn)
  4 | 0.1 | -10 | -0.6
> Cc1cccn2c(=O)c3cc(C(=O)NCc4ccc(F)cc4)sc3nc12
  -9 | 0.6 | 1 | -0.6
> COc1ccc(C2CC(C(F)(F)F)n3ncc(C(=O)Nc4ccc(F)cc4F)c3N2)cc1 (stereo not drawn)
  15 | 0.0 | -13 | 0.6
> Cc1nn(CCC(=O)O)c2c1C1C(C2)C1(C)C (stereo not drawn)
  -2 | 0.3 | -9 | -0.2
> CC(C)(C)C(=O)OCN1c2nonc2N(COC(=O)C(C)(C)C)c2nonc21
  -9 | -0.2 | -1 | 7.9*
> CCOC(=O)c1ccc(NCc2cccc(Cl)c2)c([N+](=O)[O-])c1
  5 | -0.3 | -3 | -0.6
> CCC(=O)c1ccc(OCC(O)CN2CCCCCC2)cc1 (stereo not drawn)
  15 | 0.0 | 15 | -1.2
> O=C(COc1ccc2ccccc2c1)NC1CCCC1
  0 | 0.0 | -44 | -0.1
> CCCOC(=O)c1ccc(OC(=O)OCC)cc1
  -1 | -0.2 | 1 | 0.1
